ATG4B inh: ATG4B protease inhibitors, primary screen, biochemical, fluorescence, uHTS; Cysteine protease ATG4B (Homo sapiens), Q9Y4P1; ATG4B cleavage of LC3-PLA2, NBD-HPC fluorescence, 1 h; inhibition, % at 8.33 µM; 0.51% of 340,000 active; in the data active = inhibition above about 40%
mIAP act: activators of mouse IAP, primary screen, biochemical, luminescence, uHTS; intestinal alkaline phosphatase [Mus musculus]; muIAP, CDP-Star luminescence, 30 min; stronger effect = higher value; 1 = vehicle-only enzyme signal, 0 = enzyme-free wells; activation factor at 10 µM; 0.24% of 330,000 active; AID 2805, 2010;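 active = activation factor of at least 2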; also: the source names both 10 and 20 µM as test concentration; values of inactives mirror those of a sister screen read the other way
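System: Mouse IAP enzyme | Also added: CDP-Star substrate | Dosing: Compounds dispensed in DMSO | Schedule: 30 min enzyme-substrate-compound incubation at room temperature | Technique: Chemiluminescence readout | Control set: DMSO-only wells and no-enzyme negative control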
mIAP inh: inhibitors of mouse IAP, primary screen, biochemical, luminescence, uHTS | inhibition, % at 10 µM | purified mouse IAP, CDP-Star luminescence, 30 min | intestinal alkaline phosphatase [Mus musculus] | 0.2% of 330,000 active;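 active = inhibition of at least 40% at 10 µM in the primary screen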;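 also: plate controls were DMSO with enzyme for no effect and no enzyme wells for full effect; values of inactives mirror those of a sister screen read the other way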
hIAP activ: human IAP activators, primary screen, biochemical, luminescence, uHTS; purified human IAP, CDP-Star luminescence, 30 min; stronger effect = higher value; 1 = vehicle-only enzyme, 0 = enzyme-free background; Intestinal-type alkaline phosphatase (Homo sapiens), P09923; 0.16% of 330,000 active; activation factor at 10 µM;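 active = activation factor of the enzyme at least 2-fold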; also: the source names both 10 and 20 µM as test concentration; values of inactives mirror those of a sister screen read the other way
Target sequence (P09923 whole entry, looked up): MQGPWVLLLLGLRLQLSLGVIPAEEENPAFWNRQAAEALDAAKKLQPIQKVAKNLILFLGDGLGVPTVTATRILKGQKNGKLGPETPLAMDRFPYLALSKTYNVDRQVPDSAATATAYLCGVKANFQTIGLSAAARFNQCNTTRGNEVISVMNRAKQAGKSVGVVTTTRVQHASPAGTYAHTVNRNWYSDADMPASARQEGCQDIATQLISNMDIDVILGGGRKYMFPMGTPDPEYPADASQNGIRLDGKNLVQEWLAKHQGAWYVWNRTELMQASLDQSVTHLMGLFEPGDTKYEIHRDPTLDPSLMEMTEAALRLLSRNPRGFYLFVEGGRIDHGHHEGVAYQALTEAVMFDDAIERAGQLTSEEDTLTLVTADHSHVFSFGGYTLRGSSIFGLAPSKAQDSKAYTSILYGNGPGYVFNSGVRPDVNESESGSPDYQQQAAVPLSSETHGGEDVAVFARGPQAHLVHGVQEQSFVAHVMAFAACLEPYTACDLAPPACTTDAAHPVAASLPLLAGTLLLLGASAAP
PfG6PD inh: PfG6PD enzyme inhibitors, primary screen, biochemical, fluorescence intensity, uHTS. 0.78% of 350,000 active. inhibition, % at 20 µM. glucose-6-phosphate dehydrogenase-6-phosphogluconolactonase (Plasmodium falciparum 3D7). AID 504690, 2011. PfGluPho enzyme, NADPH resazurin-diaphorase fluorescence;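 active = inhibition reaching at least a set limit at 20 µM in the primary screen, cut at about 59% in these data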;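 also: 0% = DMSO wells with substrate and 100% = DMSO wells lacking glucose-6-phosphate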
HKDC1 inhibitor: HKDC1 hexokinase inhibitors, primary screen, biochemical, fluorescence, uHTS | inhibition, % at 20 µM | recombinant HKDC1, G6PDH/diaphorase resazurin coupled fluorescence | 0.16% of 340,000 active;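 active = inhibition above about 35% when tested at 20 µM, limit read from the data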;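 also: plate controls were DMSO wells with enzyme for no effect and DMSO wells lacking enzyme for full effect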
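test system = in-house recombinant HK5 (HKDC1) enzyme | amount = HKDC1 at 5 µg/mL | control set = DMSO-enzyme wells negative, buffer-substituted wells positive | compound = one dose of 20 µM, 1% DMSO | schedule = reaction time 90 min, room temperature, protected from light | technique = resorufin fluorescence at 613 nm | reagent = glucose with 1 mM ATP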
hIAP block: human IAP inhibitors, primary screen, biochemical, luminescence, uHTS. inhibition, % at 10 µM. purified IAP, CDP-Star luminescence, 30 min. 0.12% of 330,000 active;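 active = inhibition reaching a set limit with compound at 10 µM in the primary screen, cut at about 35% in these data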;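 also: plate controls were DMSO wells with enzyme for no effect and no-enzyme buffer wells for full effect; values of inactives mirror those of a sister screen read the other way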
A3A deaminase: APOBEC3A ssDNA deaminase inhibitors, primary screen, selectivity assay for APOBEC3G inhibitor project, biochemical, FAM/TAMRA oligo cleavage fluorescence | DNA dC->dU-editing enzyme APOBEC-3A (Homo sapiens), P31941 | recombinant A3A, FAM/TAMRA ssDNA deamination fluorescence | inhibition, % at 20 µM | 0.41% of 330,000 active | AID 493011, 2011;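 active = at least 40% inhibition at 20 µM here, with at most 30% in a related deaminase screen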;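 also: plate controls were A3A with DMSO for no effect and wells lacking A3A enzyme for full effect; some results filed as inactive read as strong as hits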
Target sequence (P31941 whole entry, looked up): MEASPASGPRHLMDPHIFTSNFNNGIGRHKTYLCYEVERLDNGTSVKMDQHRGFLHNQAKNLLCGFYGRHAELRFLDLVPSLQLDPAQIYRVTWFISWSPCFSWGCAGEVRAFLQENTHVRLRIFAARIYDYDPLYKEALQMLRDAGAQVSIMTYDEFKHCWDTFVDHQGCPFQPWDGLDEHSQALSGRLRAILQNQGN
* hit, by the source's call; x = no result given; & = joins results of further samples. Compounds were not picked by outcome, and some 2.4% of all compounds hit somewhere here.

SMILES | ATG4B inh | mIAP act | mIAP inh | hIAP activ | PfG6PD inh | HKDC1 inhibitor | hIAP block | A3A deaminase
Fc1cccc(CN2CCN(Cc3nc(CCc4ccccc4)no3)CC2)c1 | -6 | 0.93 | 7 | 1.1 | 14 | -5 | -6 | 20
Cc1ccccc1OCC(O)CN1CCN(c2ccccn2)CC1 (stereo not given) | -5 | 1.1 | -8 | 1.1 | -11 | 4 | -13 | -2
COc1ccc(/C=N/NC(=O)C(C)n2nnc3ccccc32)cc1OC (stereo not given) | -7 | 0.93 | 7 | 0.77 | -8 | -1 | 23 | -6
O=C1[C@H](c2ccccc2)[C@@H](c2ccccc2)N1c1ccncc1 | -3 | 1.1 | -7 | x | -6 | -3 | x | 5
COc1cccc(CN2CCCC(C(=O)N3CCCCC3)C2)c1 (stereo not given) | 5 | 0.99 | 1 | 0.96 | -11 | -6 | 4 | -4
CCN(CC)CCCN=Cc1c(-c2ccccc2)[nH]n(-c2nc3ccccc3s2)c1=O | -13 | 1.1 | -12 | 1.1 | -28 | 10 | -7 | -4
CCOC(=O)C1=C(N)Oc2cc(O)ccc2C1c1ccc(F)cc1F (stereo not given) | -5 | 0.93 | 7 | 1.2 | -8 | -1 | -16 | -3
O=C(CC1CCC1)NC(c1ccccc1)c1ccccc1 | -14 | 1 | -2 | 0.94 | -5 | -3 | 6 | 3
CCOc1ccc2oc(C(=O)OCC(=O)NC(=O)NC3CCCC3)c(C)c2c1 | -9 | 0.98 | 2 | 0.94 | 9 | 5 | 6 | -1
Cc1nc(NC(=S)Nc2ccccc2)sc1C | -2 | 0.94 | 6 | 1.8 | -6 | -3 | -79 | -3
CC1Cc2ccccc2N1CC(=O)NCc1ccc2c(c1)OCO2 (stereo not given) | -3 | 1.1 | -9 | 0.95 | 3 | -18 | 5 | 0
Cc1nc2c(o1)CCc1ccccc1C2N1CCN(C)CC1 (stereo not given) | 1&-15&4 | 0.92&1 | 8&-2 | 0.76&1 | -23&6&-3 | -7&-8&3 | 24&-1 | 10&0
Cc1c(OC(C)C(=O)NC(Cc2c[nH]c3ccc(O)cc23)C(=O)O)ccc2c1oc(=O)c1ccccc12 (stereo not given) | -16 | 0.97 | 2 | 1 | -3 | 12 | -3 | 5
Oc1cc(NCCN2CCOCC2)cc2cccnc12 | -8 | 0.89 | 11 | 1.1 | 16 | 9 | -15 | -2
O=C(OCC(=O)N1CCCc2ccccc21)c1cnc(Cl)c(Cl)c1 | 0 | 0.94 | 6 | 0.97 | -2 | -13 | 3 | -4
CCCNc1ccc(C(=O)OCC)cc1[N+](=O)[O-] | -3 | 0.98 | 2 | 0.79 | -12 | 3 | 21 | -2
O=C(c1cccc(Cl)c1)N1CCC(C(=O)N2CCN(Cc3ccccc3)CC2)CC1 | -4 | 0.9 | 10 | 1 | 3 | -5 | -3 | -5
O=C(CNC(=O)OCc1ccccc1)NCC(=O)N1CCCC1C(=O)OCc1ccccc1 (stereo not given) | -15 | 1.2 | -17 | 1.1 | -8 | -12 | -13 | 2
O=C(N/N=C/c1ccccn1)c1[nH]c2ccc([N+](=O)[O-])cc2c1-c1ccccc1 | -5 | 0.91 | 9 | 0.97 | -7 | -3 | 3 | -1
CCC(=O)N1CCN=C1SCc1c(F)cccc1Cl | 0 | 0.91 | 9 | 1.1 | -1 | -2 | -5 | -8
COc1ccc(CNC(=O)[C@H](C)NC(=O)C2CC(=O)N(c3ccc4c(c3)OCO4)C2)cc1 (stereo not given in full) | -3 | 1 | -2 | 0.87 | -7 | -4 | 13 | 1
COC(=O)C1(Cc2ccccc2)NC(c2ccccc2C)C2C(=O)N(c3ccc4c(c3)OCO4)C(=O)C21 (stereo not given) | -12 | 0.93 | 7 | 1.1 | -1 | -6 | -14 | 1
O=C(COC(=O)c1cc2c(s1)CCCC2)Nc1ccc(Cl)cn1 | -15 | 0.97 | 3 | 1.1 | 2 | -4 | -6 | -1
Cc1ccc(NC(=O)c2ccc(Cn3cc(Br)cn3)o2)cc1 | -4 | 1 | -2 | 1.1 | -1 | 0 | -13 | 0
COC(=O)C(=C/C=C/c1ccco1)C(=O)OC | -8 | 0.97 | 3 | 0.94 | 4 | 3 | 6 | -4
CCN(CC#CCC(O)(c1ccccc1)C1CCCC1)C(C)C (stereo not given) | 0 | 0.97 | 3 | 0.97 | 1 | -2 | 3 | -1
CCN(CC)S(=O)(=O)c1ccc(NC(=O)COC(=O)c2cc(S(=O)(=O)Nc3ccc(OC)cc3)ccc2O)cc1 | -3 | 0.95 | 5 | 1.1 | -27 | 1 | -12 | -2
Cn1cc(S(=O)(=O)N2CCCC2)cc1C(=O)N1CCN(c2ccccc2)CC1 | -9 | 0.98 | 2 | 0.97 | 2 | -7 | 3 | 0
CS(=O)(=O)N(CC(=O)Nc1cccc([N+](=O)[O-])c1)c1ccccc1F | -5 | 1.1 | -9 | 1.2 | 0 | -8 | -22 | -7
COc1ccc2[nH]c(=O)c(CN(C(=O)c3ccccn3)C3CCCCC3)cc2c1 | 1 | 1 | -1 | 0.9 | 1 | 4 | 10 | -2
CCCn1c(SCC#N)nc2c(c1=O)C1(CCCC1)Cc1ccccc1-2 | -7 | 0.89 | 11 | 0.86 | -8 | 3 | 14 | 5
COC(=O)c1cc(S(=O)(=O)NCc2ccc(Br)cc2)c[nH]1 | -1 | 1 | -2 | 0.87 | -17 | -6 | 13 | -1
Cc1ccc(NC(=O)C2(S(=O)(=O)c3ccc(C)cc3)CC2)cc1 | -15 | 0.94 | 6 | 0.95 | -6 | -11 | 5 | 2
Cc1ccc(S(=O)(=O)Nc2ccc3c(c2)C(=O)N([C@H](C)CO)C[C@H](C)[C@@H](CN(C)C(=O)Nc2ccc4c(c2)OCO4)O3)cc1 | -14 | 1.1 | -5 | 0.96 | 25 | 4 | 4 | -1
COc1ccc(N2CCN(Cc3nc4c(c(=O)[nH]c(=O)n4C)n3CCCc3ccccc3)CC2)cc1 | 2 | 1 | -1 | 1.1 | -12 | -2 | -12 | -9
Cc1ncc(CO)c(/C=N/Nc2ccc(C(F)(F)F)cn2)c1O | 8 | 0.95 | 5 | 1.3 | -22 | -5 | -26 | -5
O=S(=O)(NC1CCCCCC1)c1cccc(Cl)c1 | 0 | 1.1 | -6 | 1.3 | 4 | -3 | -27 | 0
C[C@H](NC(=O)C1CCN(S(=O)(=O)c2ccccc2)CC1)C(=O)NCc1ccco1 | -1 | 1 | -3 | 0.98 | -14 | -6 | 2 | 2
CN(C)S(=O)(=O)c1ccc(NC(=O)CN2CCCCCC2)cc1 | -6 | 0.96 | 4 | 1 | 11 | -3 | 0 | 6
CCOc1cc(C(=O)OCC(=O)c2c(N)n(C)c(=O)n(C)c2=O)cc(OCC)c1OCC | 0 | 0.92 | 8 | 0.94 | 9 | -4 | 6 | 0
COc1ccc(C(=O)NCC(=O)N/N=C/c2cn[nH]c2-c2ccccc2)cc1 | -2 | 0.97 | 3 | 1.3 | -16 | -9 | -29 | 3
Cc1cccc(C)c1OCCSc1n[nH]c(N)n1 | -6 | 0.96 | 4 | 1.1 | -2 | 0 | -7 | -3
CCOCC(=O)Nc1cc(C(=O)Nc2ccccc2)ccc1Cl | 9 | 0.99 | 1 | 0.88 | -3 | -9 | 12 | -1
Cc1nc2ccccn2c1-c1csc(Nc2ccc(C(=O)O)cc2)n1 | -8 | 0.91 | 9 | 0.93 | 16 | 4 | 8 | 0
CC(NC(=O)Cc1ccccc1[N+](=O)[O-])c1ccccc1 (stereo not given) | x | 1.2 | -16 | 0.91 | x | x | 9 | -13
O=C(Nc1ccnn1C1CCN(Cc2cccc(F)c2F)CC1)C1CCCC1 | 24 | 1 | -2 | 1.4 | 10 | 5 | -41 | -5
COc1c(C)cc(S(=O)(=O)N2CCCC2)c(C)c1C | 0 | 0.93 | 7 | 0.81 | -14 | -4 | 19 | -5
O=C(CSCc1ccccc1)NCCCN1CCOCC1 | -5 | 1 | -4 | 0.92 | -8 | 0 | 8 | 1
Cc1cc(C(=O)Nc2ccccc2C(=O)O)oc1C | 5 | 0.96 | 4 | 0.84 | 14 | 6 | 16 | -7
Cc1ccc(CSc2nsc(C)c2C#N)cc1 | 10 | 0.88 | 12 | 1.1 | 7 | 0 | -9 | -2
Cc1nc(NC(=O)c2ccccc2)sc1Cc1ccc2c(c1)OCO2 | 38 | 0.94 | 6 | 1 | 19 | 16 | -2 | 1
Clc1ccc(-c2nc3ccncc3[nH]2)cc1 | -1 | 1 | -4 | 1 | 34 | 0 | 0 | 2
CC(C)N1C(=O)S/C(=C/c2ccc3c(c2)n(C)c(=O)n3C)C1=O | -2 | 0.92 | 8 | 1.1 | 11 | -4 | -7 | 2
CN(Cc1nc2ccccc2c(=O)[nH]1)C(=O)C1CC(=O)N(c2cccc3ccccc23)C1 (stereo not given) | 0 | 1.1 | -8 | 0.98 | 3 | -11 | 2 | 1
Cc1cc(C(=O)COC(=O)CC2Sc3ccccc3NC2=O)c(C)n1-c1ccc(Br)cc1 (stereo not given) | -4 | 0.98 | 2 | 0.93 | 41 | 1 | 7 | -5
COc1cccc(NC(=S)N(CCc2c(C)[nH]c3ccccc23)Cc2ccco2)c1 | -13 | 1 | -2 | 0.92 | 18 | 0 | 8 | 6
Cc1ccc2nc(N3CCN(c4ccccc4F)CC3)c(C=O)c(=O)n2c1 | 5 | 0.94 | 6 | 1 | 0 | 3 | -2 | 1

Quoted at random: 3 entries already listed.
SMILES | ATG4B inh | mIAP act | mIAP inh | hIAP activ | PfG6PD inh | HKDC1 inhibitor | hIAP block | A3A deaminase
COc1cccc(NC(=S)N(CCc2c(C)[nH]c3ccccc23)Cc2ccco2)c1 | -13 | 1 | -2 | 0.92 | 18 | 0 | 8 | 6
Cc1ccc(CSc2nsc(C)c2C#N)cc1 | 10 | 0.88 | 12 | 1.1 | 7 | 0 | -9 | -2
Cc1nc(NC(=O)c2ccccc2)sc1Cc1ccc2c(c1)OCO2 | 38 | 0.94 | 6 | 1 | 19 | 16 | -2 | 1

Filtered by structure, the entries above with an aryl thioether with sulfur outside any ring
SMILES | ATG4B inh | mIAP act | mIAP inh | hIAP activ | PfG6PD inh | HKDC1 inhibitor | hIAP block | A3A deaminase
CCCn1c(SCC#N)nc2c(c1=O)C1(CCCC1)Cc1ccccc1-2 | -7 | 0.89 | 11 | 0.86 | -8 | 3 | 14 | 5
Cc1cccc(C)c1OCCSc1n[nH]c(N)n1 | -6 | 0.96 | 4 | 1.1 | -2 | 0 | -7 | -3
Cc1ccc(CSc2nsc(C)c2C#N)cc1 | 10 | 0.88 | 12 | 1.1 | 7 | 0 | -9 | -2

Compound activity: PubChem, Sanford-Burnham Center for Chemical Genomics
